Screening data as filed in PubChem BioAssay.
LDHA block: blocks human lactate dehydrogenase A. P00338. purified LDHA, NADH/diaphorase-resazurin fluorescence; hits give low values. activity change, % (values are at about 110 or 230 µM). hit rate 0.15% among 480,000. AID 1347041; in the data active = activity change below about -30%; inconclusive = mostly about -25% to -30%;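 note: plate controls were DMSO wells for no effect and wells without enzyme for full effect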
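Resorufin fluorescence (ex540/em590), read at 0 and 20 min after diaphorase/resazurin addition, reports the NADH left after a 5 min room-temperature reaction of 2 nM human LDH5 with 0.06 mM NADH and 0.2 mM pyruvate.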
Pol eta inh: blocks human DNA polymerase eta activity; Q9Y253; recombinant Pol eta, fluorescent DNA replication assay; Potency, µM (series often up to 114 µM), inactives show at the highest dose activity change, negative = inhibition, most hits filed as inhibitors; hit rate 1.2% among 390,000; AID 588591; note: potency is the fitted concentration of half-maximal effect; % is set by controls: 0 for no effect and ±100 for the full control effect
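Pol eta (10 nM) was preincubated with compounds for 15 min at room temperature, after which fluorescent replication substrate (50 nM final) was added to start the reaction. Fluorescence was read kinetically at 0 and 10 min.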
Pol kappa inh: DNA polymerase kappa (human) inhibition | purified Pol kappa, fluorescent DNA synthesis assay, 10 min | hit rate 0.53% among 400,000 | Potency, µM (series often up to 107 µM), for inactives: at the top dose activity, negative = inhibition, most hits filed as inhibitors | Q9UBT6 | AID 588579; note: potency is the fitted concentration of half-maximal effect; % is set by controls: 0 for no effect and ±100 for the full control effect
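Here, compound and 10 nM enzyme are combined for 15 min at room temperature; adding 50 nM substrate (final) starts DNA synthesis, tracked by fluorescence at 0 and 10 min against buffer-only wells.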
APEX1 inh: blocks human APE1 abasic DNA cleavage; Potency, µM (top dose mostly 65.8 µM), for the others: at the top dose activity change, negative = inhibition, actives largely listed as inhibitors; AID 2517; P27695; hit rate 0.35% among 350,000; recombinant APE1, TAMRA/BHQ-2 abasic DNA cleavage fluorescence;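 note: potency is the fitted concentration of half-maximal effect; plate controls were vehicle for no effect and reference inhibitor for full effect; nearly all actives have a fitted effect of over 55% in size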
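Quantitative HTS: incision of a TAMRA/BHQ-2 double-stranded substrate bearing a tetrahydrofuran abasic site by 0.75 nM APE1 raises fluorescence. Substrate 50 nM final, added after 15 min compound preincubation at room temperature; progress as third-minus-first kinetic read difference.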
POLI inh: blocks human DNA polymerase iota activity. Q9UNA4. Pol iota fluorescent replication assay, 10 min. Potency, µM (series often up to 115 µM), for inactives: top-dose activity, negative = inhibition, hits mostly inhibitors. hit rate 1% among 390,000. AID 588590; note: potency is the fitted concentration of half-maximal effect
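Fluorescent replication assay read twice, at 0 min and 10 min after adding 50 nM (final) substrate. Enzyme (10 nM) and compounds were first incubated 15 min at room temperature; enzyme-free buffer wells were negative controls.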
Anesthetic bind: binds horse apoferritin like a general anesthetic; P02791; apoferritin/1-aminoanthracene competitive binding, fluorescence; Potency, µM (highest dose often 77.5 µM), without a hit: at the highest dose activity change, negative = displacement, usual class: inhibitors; hit rate 0.074% among 350,000; AID 485281; note: potency is the fitted concentration of half-maximal effect; % is set by controls: 0 for no effect and ±100 for the full control effect; nearly all actives have a fitted effect of over 20% in size
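Steps: apoferritin (10 uM) was premixed with half-saturated 1-AMA in PBS, compounds were pin-transferred, plates stood 10 min at room temperature, fluorescence was read at 380/535 nm, and curves were fitted with a Hill equation.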
BLM inh: Bloom syndrome helicase (human) inhibition. P54132. recombinant BLM DNA unwinding, fluorescence dequenching. Potency, µM (top dose mostly 56.1 µM), for the others: at the top dose activity change, negative = inhibition, actives largely listed as inhibitors. hit rate 0.2% among 350,000;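 note: potency is the fitted concentration of half-maximal effect; plate controls were vehicle for no effect and no enzyme for full effect; nearly all actives have a fitted effect of over 35% in size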
Target sequence (P54132 whole entry, looked up): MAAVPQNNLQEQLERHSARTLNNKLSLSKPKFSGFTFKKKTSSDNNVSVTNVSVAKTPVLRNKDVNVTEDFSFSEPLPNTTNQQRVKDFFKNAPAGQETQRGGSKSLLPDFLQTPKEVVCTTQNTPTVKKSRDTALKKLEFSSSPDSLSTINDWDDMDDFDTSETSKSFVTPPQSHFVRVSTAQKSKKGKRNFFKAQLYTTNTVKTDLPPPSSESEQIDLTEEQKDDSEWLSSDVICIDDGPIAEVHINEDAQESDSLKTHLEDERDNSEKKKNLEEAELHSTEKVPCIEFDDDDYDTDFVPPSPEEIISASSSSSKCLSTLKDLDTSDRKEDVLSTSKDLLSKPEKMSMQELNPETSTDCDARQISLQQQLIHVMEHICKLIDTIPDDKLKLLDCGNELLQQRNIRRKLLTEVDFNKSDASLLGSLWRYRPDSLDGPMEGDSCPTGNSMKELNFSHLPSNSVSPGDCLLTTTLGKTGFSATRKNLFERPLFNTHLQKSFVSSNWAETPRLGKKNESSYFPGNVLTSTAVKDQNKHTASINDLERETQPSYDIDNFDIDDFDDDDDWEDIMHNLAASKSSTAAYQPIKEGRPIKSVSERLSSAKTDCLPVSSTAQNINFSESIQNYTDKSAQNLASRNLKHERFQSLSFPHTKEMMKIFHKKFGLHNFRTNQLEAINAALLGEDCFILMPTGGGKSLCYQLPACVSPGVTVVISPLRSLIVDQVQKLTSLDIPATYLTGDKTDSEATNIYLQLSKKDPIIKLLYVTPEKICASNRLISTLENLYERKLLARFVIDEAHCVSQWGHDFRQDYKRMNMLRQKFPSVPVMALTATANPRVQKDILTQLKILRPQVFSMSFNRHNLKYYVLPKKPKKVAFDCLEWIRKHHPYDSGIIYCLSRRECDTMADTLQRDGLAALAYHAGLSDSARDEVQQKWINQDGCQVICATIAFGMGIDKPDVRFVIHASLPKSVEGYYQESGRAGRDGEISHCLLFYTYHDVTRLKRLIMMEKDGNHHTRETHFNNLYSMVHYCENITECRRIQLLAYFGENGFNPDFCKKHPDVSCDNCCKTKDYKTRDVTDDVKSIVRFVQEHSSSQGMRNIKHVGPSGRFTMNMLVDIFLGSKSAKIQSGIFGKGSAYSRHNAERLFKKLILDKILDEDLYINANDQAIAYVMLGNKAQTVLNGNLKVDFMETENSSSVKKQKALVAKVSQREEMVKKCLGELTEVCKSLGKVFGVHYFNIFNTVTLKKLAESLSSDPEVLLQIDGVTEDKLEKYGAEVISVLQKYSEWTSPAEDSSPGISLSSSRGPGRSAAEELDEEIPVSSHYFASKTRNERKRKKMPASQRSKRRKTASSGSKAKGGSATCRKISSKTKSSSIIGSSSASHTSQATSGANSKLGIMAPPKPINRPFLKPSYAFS
Glioma ERSR ind: ER stress response induction in glioma; Potency, µM, without a hit: at the top dose activation, usual class: activators; hit rate 0.02% among 420,000; U87-MG GRP78 promoter luciferase reporter, 16 h; note: potency is the fitted concentration of half-maximal effect; series mostly up to about 76 µM; % of control where 0% means no effect; nearly all actives have a fitted effect of over 35% in size
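ERSR induction read as luciferase luminescence (Bright-Glo, 10 min at room temperature) in stably transfected human U87-MG glioma cells exposed to compounds for 16 h, using GRP78 as sensor.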
POLB inh: inhibitors of human DNA polymerase beta | AID 485314 | Pol beta primer extension/strand displacement, fluorescence kinetic | P06746 | Potency, µM (highest dose often 114 µM), for inactives: at the top dose activity change, negative = inhibition, actives largely listed as inhibitors | hit rate 1.3% among 340,000; note: potency is the fitted concentration of half-maximal effect; % is set by controls: 0 for no effect and ±100 for the full control effect
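Homogeneous kinetic assay of primer extension and strand displacement by 10 nM Pol beta, preincubated 15 min at room temperature with compound before 50 nM substrate (final) was added. Read at 0 and 10 min; four-parameter Hill fit.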
Starred values were filed as active, the others as inactive; ? = inconclusive; nt = no result given; & = joins results of further samples; [ ] = another dose, or the depositor's remark. Unless noted, calls come from the whole dose curve; as a rule, active = well fitted curve in the direction sought with a large enough effect; inconclusive = small, poorly fitted or top-dose-only effect, or another doubt; inactive = no such curve, though single readings can be large; an effect the other way counts as inactive or inconclusive. An excerpt. The share of hits here may be higher or lower than overall.

SMILES | LDHA block | Pol eta inh | Pol kappa inh | APEX1 inh | POLI inh | Anesthetic bind | BLM inh | Glioma ERSR ind | POLB inh
CCN1C(=O)[C@H]2[C@@H](c3ccc(-c4cccc(Cl)c4)cc3)N[C@@](CC(C)C)(C(=O)OC)[C@H]2C1=O | -4 | -23% | -15% | -14% | 21% | nt | nt | 1% | nt
CCCCCCSc1nc(O)c(C2OC(=O)c3c2ccc(OC)c3OC)c(=O)n1CC (configuration not stated) | -6 | ? | -30% | 5% | ? | -19% | -9% | ? | 1%
CCOC(=O)c1cncc(NC(=O)c2ccccc2)c1 | -6 | -15% | -15% | 15% | -3% | -9% | 1% | -2% | 31%
Cc1ccc(OCCCC(=O)N(C)CC(=O)Nc2ccccc2Br)cc1 | -2 | -21% | 5% | 30% | -1% | nt | nt | -1% | nt
CCOc1cccc(C2CC(=O)Nc3cc(OC)c(OC)cc32)c1 (configuration not stated) | -1 | -7% | -15% | 23% | 6% | -10% | -7% | -2% | 1%
CC1CCc2[nH]c3ccc(C(=O)N(C)CC(=O)Nc4ccccc4C(F)(F)F)cc3c2C1 (configuration not stated) | 2 | -31% | -14% | -18% | 20% | nt | nt | -2% | nt
COc1ccc(CNC2c3ccccc3-c3ccccc32)cc1OC | -16 | -3% | -10% | 42%[activator] | 14% | -8% | -8% | -4% | -15%
O=C(CCCn1c(SCC(=O)c2ccc(Cl)cc2)nc2ccccc2c1=O)NCc1ccco1 | -15 | -5% | -3% | -2% | 18% | 5% | 0% | -4% | 27%
N#Cc1cccc(C(c2nnnn2CCc2ccccc2)N2CCN(C3CCCCC3)CC2)c1 (configuration not stated) | 1 | 0% | 1% | 17% | -7% | -7% | 0% | -4% | 37%
O=C(CSC1=N/C(=C/c2ccco2)C(=O)N1c1ccc(OC(F)F)cc1)NC1CCS(=O)(=O)C1 (configuration not stated) | -14 | -13% | -17% | -8% | 30% | -23% | -13% | -6% | ?
COc1cccc(Cn2c(SCc3ccc(C(=O)N4CCCCC4)cc3)nc3ccncc32)c1 | -6 | -20% | -15% | nt | 3% | -16% | -3% | 0% | 55%[activator]
CCOC(=O)c1c(C)oc2nc(C)nc(NCc3ccc(OC)cc3)c12 | -3 | -19% | 5% | nt | 20% | -5% | -1% | 0% | 5%
O=C(NCc1ccccc1)C1=C[C@@H](C2CCCCC2)C[C@@H](OCCCCO)O1 | 1 | -4% | 0% | nt | ? | nt | nt | 1% | nt
C[C@H](CO)N1C[C@H](C)[C@@H](CN(C)S(=O)(=O)c2ccccc2)Oc2c(NC(=O)C3CCCCC3)cccc2C1=O | 0 | -16% | 1% | -7% | 19% | nt | nt | -3% | nt
CCN(CC)c1ccc(/C=N/NC(=O)C(O)(c2ccccc2)c2ccccc2)o1 | nt | nt | nt | -2% | nt | -16% | -8% | nt | -11%
Cc1sc2nc(C(C)C)nc(SCC(=O)N3c4ccccc4CC3C)c2c1C (configuration not stated) | -3 | -10% | -2% | 1% | 7% | -4% | -5% | -4% | -28%
COc1ccccc1C1(O)CC2CCC(C1)N2S(=O)(=O)c1ccc(C(C)=O)cc1 (configuration not stated) | -7 | -15% | -12%[60.1 µM] | -3% | 100µM* | -22% | -2% | -1% | 1%
COc1ccc(N2CCN(C(=O)c3ccc(-c4nc5ccccc5s4)o3)CC2)cc1 | -1 | -1% | -8% | -7% | 13% | nt | nt | 11% | nt
c1ccc(-c2csc(Nc3cccnc3)n2)cc1 | -3 | -10% | -7% | 4% | 9% | -13% | -1% | 17% | 3%
CCC(C(=O)N1CCN(c2cc(Cl)ccc2C)CC1)n1nc(C)c2sc3ccccc3c2c1=O (configuration not stated) | -4 | -4% | -21% | nt | 29% | -17% | -1% | -3% | 25%
CC1(CCc2ccccc2)NC(=O)N(Cc2cc([N+](=O)[O-])cc3c2OCOC3)C1=O (configuration not stated) | -6 | -9% | -3% | -2% | 20% | -24% | -3% | -2% | ?
CCOc1ccccc1CN1CCN(S(=O)(=O)CC)CC1 | ? | 3% | -9% | -1% | 19% | -7% | 0% | -3% | -1%
O=[N+]([O-])c1ccc(-c2nnc3n2CCCCC3)cc1 | -4 | -3% | -16% | -5% | 12% | 7% | 2% | 1% | 6%
COc1cc(/C=N/Nc2ccc(C(=O)O)cc2)ccc1O | 5 | 22µM* | 11%[60.1 µM] | 14µM* | ? | -8% | 3% | -13% | 25µM*
CCOC(=O)N1CCN(c2nc3ccccn3c(=O)c2C=O)CC1 | 0 | 7% | -4% | -8% | 18% | -3% | 2% | 0% | 18%
COC(=O)c1ccc(C(=O)N(Cc2ccccc2)c2ccccc2)cc1 | -2 | 1% | -6% | -3% | 17% | ? | -8% | 1% | -3%
CC(C)C(=O)Nc1ccc(C(=O)N/N=C/c2cc(Br)cc(Br)c2O)cc1 | -3 | -14% | -3% | 17% | 76%[activator] | -4% | -3% | 4% | 2%
Cc1cc(=O)[nH]c2ccc(S(=O)(=O)Nc3ccccc3)cc12 | -12 | -15% | -9% | 32% | 2% | -10% | -4% | -1% | 2%
CCCNC(=O)CN1C(=O)c2cccnc2Sc2ccccc21 | -2 | 0% | 0% | nt | 4% | 4% | -3% | -3% | 1%
CC(C)NC(=O)CSc1nnc(C2CC2)n1-c1ccccc1 | -1 | -18% | 3% | 0% | 11% | -5% | 0% | -4% | 24%
FC(F)Oc1ccc(NC(=S)NCc2cccnc2)cc1 | -4 | 7% | -8% | -3% | 98%[activator] | -3% | -7% | -3% | 1%
CCN1CCN(c2nc(-c3ccccc3)c3ccccc3n2)CC1 | -5&7 | -23% | -3% | 24% | -15% | 117%[activator] | 4% | -2% | 7%
O=C(NCc1ccc2c(c1)OCO2)Nc1cccc(Cl)c1 | -4 | -11% | -17% | 25% | 9% | -23% | -3% | 5% | -1%
Cc1cc(C(=O)COC(=O)c2csc3c2CCCC3)c(C)n1C | -1 | 5% | -15% | 2% | 10% | -17% | 0% | -2% | 10%
COc1ccc(C(C(=O)NC2CCCCC2)N(C(=O)c2sc(C)nc2C)c2ccccc2)cc1 (configuration not stated) | -3 | -10% | -3% | -4% | 44% | 1% | 0% | -2% | -13%
O=C(CCNC(=O)c1ccccc1Cl)NCC(c1ccc(F)cc1)N1CCOCC1 (configuration not stated) | -3 | -13% | -9% | 7% | -5% | nt | nt | -3% | nt
Cc1ccc(-c2cc(C(F)F)nc(NCc3cccs3)n2)cc1 | 2 | -20% | -5% | 0% | -6% | -3% | -4% | -2% | -14%
O=S(=O)(NCC(Nc1ccccc1)c1ccccc1)c1ccc(Cl)cc1 (configuration not stated) | -1 | -14% | -24% | 3% | 4% | 7% | -8% | 5% | 7%
CC(C)C(=O)Nc1ccc(NC(=S)NC(=O)c2ccccc2F)cc1 | -4 | -13% | -1% | -6% | 8% | -21% | 0% | 2% | 62%
Cc1ccc2c(n1)CC(C)(C)CC2=O | -5 | -12% | 4% | 1% | 12% | -9% | -3% | -4% | 5%
COc1ccc(CCC(=O)Nc2ccc(-c3noc(-c4ccc(OC)c(OC)c4)n3)cc2)cc1 | 1 | -1% | -4% | -3% | 7% | 11% | -10% | 0% | 0%
C[C@H](N)c1nnc(SCC(=O)c2ccc(Cl)cc2)o1 | -13 | -13% | -15% | 19% | 2% | -12% | 1% | 2% | 12%
COc1ccc(S(=O)(=O)CCC(=O)N2CCN(c3ccccc3F)CC2)cc1 | -5 | -9% | 0% | 4% | 5% | -4% | 2% | -4% | 25%
NC(=O)N/N=C/c1cc(Br)ccc1OC(=O)c1ccccc1 | -6 | -12% | -2% | -4% | -3% | 1% | -7% | -5% | 49%
CCc1ccc(OC(C)c2nnc(SCC(=O)Nc3ncccc3C)n2C)cc1 (configuration not stated) | -4 | -11% | -14% | 2% | 18% | -5% | 1% | -4% | 1%
Cc1ccc(Cl)cc1N1CCN(S(=O)(=O)c2cc(Br)cc3c2N(C(=O)C2CC2)CC3)CC1 | -13 | -9% | -17% | nt | 6% | 15% | -2% | -2% | 0%
O=C(Cn1nnc(-c2cccc(C(F)(F)F)c2)n1)N1CCCCCC1 | 3 | -9% | -15% | -3% | 15% | ? | -2% | 0% | ?
Cc1nn(Cc2ccccc2)c(C)c1NC(=O)c1cc2nc(-c3ccco3)cc(C(F)(F)F)n2n1 | -1 | -15% | -1% | 21% | -9% | -17% | -9% | -4% | 3%
CCOc1ccc(-n2c(=O)c3c4c(sc3n(Cc3cccc(C)c3)c2=O)CCCC4)cc1 | -6 | -6% | 0% | nt | 18% | -2% | -3% | -5% | 0%
COc1ccc(Br)cc1C(=O)Nc1ccccc1N1CCCC1 | -1 | -19% | -4% | nt | 7% | nt | nt | -1% | nt
CC(=O)c1ccccc1OCC(=O)Nc1cccc(S(=O)(=O)N2CCCC2)c1 | -10 | -1% | -9% | 1% | ? | nt | nt | -2% | nt
COCCN(C(=O)C1CC1)c1nnc(-c2ccc(C)cc2)s1 | -3 | -11% | -8% | -2% | 2% | -5% | -4% | -8% | 2%
O=C(CCCc1ccccc1)Nc1cccnc1 | -4 | -23% | -19% | 2% | -7% | -10% | 0% | 0% | 2%

Filtered by structure, the compounds so far containing a nitro group on carbon.
SMILES | LDHA block | Pol eta inh | Pol kappa inh | APEX1 inh | POLI inh | Anesthetic bind | BLM inh | Glioma ERSR ind | POLB inh
CC1(CCc2ccccc2)NC(=O)N(Cc2cc([N+](=O)[O-])cc3c2OCOC3)C1=O (configuration not stated) | -6 | -9% | -3% | -2% | 20% | -24% | -3% | -2% | ?
O=[N+]([O-])c1ccc(-c2nnc3n2CCCCC3)cc1 | -4 | -3% | -16% | -5% | 12% | 7% | 2% | 1% | 6%

2 entries from above, as tab-separated lines:
SMILES	LDHA block	Pol eta inh	Pol kappa inh	APEX1 inh	POLI inh	Anesthetic bind	BLM inh	Glioma ERSR ind	POLB inh
COc1ccc(Br)cc1C(=O)Nc1ccccc1N1CCCC1	-1	-19%	-4%	nt	7%	nt	nt	-1%	nt
CC(=O)c1ccccc1OCC(=O)Nc1cccc(S(=O)(=O)N2CCCC2)c1	-10	-1%	-9%	1%	?	nt	nt	-2%	nt
